Assay outcomes as filed in PubChem BioAssay.
mcGAS inh: mouse cGAS inhibition by luminescence | Q8C6L5 | recombinant cGAS, Kinase-Glo ATP depletion luminescence | inhibition, % at 12.5 µM | hit rate 0.15% among 160,000 | AID 1259399;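 also: 0% = negative control wells and 100% = reference inhibitor with no enzyme activity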
hcGAS inh: blocks human cGAS activity | Q8N884 | recombinant h-cGAS, ATP depletion, Kinase-Glo luminescence | inhibition, % at 12.5 µM | hit rate 0.081% among 290,000 | AID 1259398;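 also: 0% = vehicle reaction and 100% = reaction without DNA for no activity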
Target sequence (Q8N884 whole entry, looked up): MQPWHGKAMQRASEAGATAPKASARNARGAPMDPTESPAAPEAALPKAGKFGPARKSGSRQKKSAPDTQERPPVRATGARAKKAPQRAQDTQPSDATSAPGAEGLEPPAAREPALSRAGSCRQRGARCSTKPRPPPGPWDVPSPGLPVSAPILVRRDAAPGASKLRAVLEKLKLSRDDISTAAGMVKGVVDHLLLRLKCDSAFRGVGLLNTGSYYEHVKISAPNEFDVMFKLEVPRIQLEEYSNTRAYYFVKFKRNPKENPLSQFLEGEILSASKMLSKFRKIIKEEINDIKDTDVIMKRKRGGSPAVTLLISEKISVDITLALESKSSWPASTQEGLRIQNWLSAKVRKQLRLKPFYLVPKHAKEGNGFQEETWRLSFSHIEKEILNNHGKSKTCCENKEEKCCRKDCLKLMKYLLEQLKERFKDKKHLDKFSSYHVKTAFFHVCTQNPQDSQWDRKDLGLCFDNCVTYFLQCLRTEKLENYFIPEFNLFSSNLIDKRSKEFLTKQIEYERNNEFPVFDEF
NPYLR7 ag: activates Aedes aegypti NPYLR7 receptor. activation, % at 10 µM. hit rate 0.15% among 270,000. HEK293T NPYLR7/Galpha15, GCaMP6s calcium fluorescence; in the data active = activation above about 40%;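 also: 0% = vehicle and 100% = reference agonist at the receptor; some compounds past the cut are filed as inactive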
* marks the source's active call; other numbers are inactive results; x = not tested or not shown; & = joins results of further samples. Rule as the data show it, unless noted: active = inhibition above about 40%; inactive = the rest.

A first look, five compounds:
(1) Cc1cccc(NC(=O)NCC(c2ccccc2)N2CCCC2)c1 (stereo not given)
(2) Cc1ccc(N2C(=O)CSC23CCN(C(=O)C2CCCC2)CC3)cc1
(3) N#Cc1c(NC2=CC(=O)CCC2)sc2c1CCCC2
(4) CCCCc1ccc(NC(=O)Cn2cc(OC)c(=O)cc2CSc2nc(C)cs2)cc1
(5) CSCCSc1nc(-c2cccs2)c(-c2cccs2)[nH]1

screen / no.	1	2	3	4	5
mcGAS inh	-3	x	x	-8	x
NPYLR7 ag	1	5	-1	-5	10
hcGAS inh	3	-3	-1	-6	-2

The list itself, repeating the preview:
(1) Cc1cccc(NC(=O)NCC(c2ccccc2)N2CCCC2)c1 (stereo not given)
(2) Cc1ccc(N2C(=O)CSC23CCN(C(=O)C2CCCC2)CC3)cc1
(3) N#Cc1c(NC2=CC(=O)CCC2)sc2c1CCCC2
(4) CCCCc1ccc(NC(=O)Cn2cc(OC)c(=O)cc2CSc2nc(C)cs2)cc1
(5) CSCCSc1nc(-c2cccs2)c(-c2cccs2)[nH]1
(6) CC1c2cccn2CCN1C(=O)CCN1CCCCO1 (stereo not given)
(7) Cc1cccc(Oc2cc(N3CCN(C(=O)C(C)Cl)C(C)C3)ncn2)c1 (stereo not given)
(8) CCCCNc1ncnc2sc3c(c12)CCC(C)C3 (stereo not given)

screen / no.	1	2	3	4	5	6	7	8
mcGAS inh	-3	x	x	-8	x	x	-6	x
NPYLR7 ag	1	5	-1	-5	10	1	-8	2
hcGAS inh	3	-3	-1	-6	-2	1	-5	-2

(9) COc1ccc(OC)c(-c2cnc(-c3ccc(CNC(=O)c4c(C)noc4C)cc3)[nH]2)c1
(10) Cc1nc(C(=O)O)nn1-c1cc(Cl)ccc1Cl
(11) Cc1oc(-c2ccccc2)nc1C(=O)N1CCCC(C(=O)NC2CC2)C1 (stereo not given)
(12) O=C(CCC1CCCN(C2CCN(c3ccccc3F)CC2)C1)N1CCCC1 (stereo not given)
(13) O=C(c1ccc([N+](=O)[O-])o1)N1CCC(c2cn(Cc3cccc(F)c3)c3ccccc23)CC1
(14) COc1ccc(-c2nnc(N)o2)cc1OC
(15) COc1ncc(-c2ccc(O)cc2)c(OC)n1
(16) C=Cc1ccc(Cn2c(C)c(C(=O)NCC3CC3)sc2=O)cc1

screen / no.	9	10	11	12	13	14	15	16
mcGAS inh	-8	x	x	x	-8	-2	-10	x
NPYLR7 ag	29	-6&11	2	3	31	2	1	-2
hcGAS inh	-5	-3&-12	-7	-9	-5	-1	1	-5

(17) COc1cc(OC)cc(C(=O)N2CCN(C(=O)CCN3CCc4sccc4C3c3cccc(F)c3)CC2C)c1 (stereo not given)
(18) CN1CCN2CCN(C(=O)CC3=CCNCC3)CC2C1 (stereo not given)
(19) COCC(=O)N1CCN(c2ccc(C)c(F)c2)C(=O)C1C (stereo not given)
(20) COc1ccc(NC(=O)Nc2cccc(-c3ccc(N4CCCC4)nn3)c2)cc1
(21) O=C(NCc1ccc(F)cc1)C(=O)Nc1ccc(Cl)c(N2CCCS2(=O)=O)c1
(22) CC(=O)S[C@@H]1CC2=CC(=O)CC[C@]2(C)[C@H]2CC[C@@]3(C)[C@@H](CC[C@@]34CCC(=O)O4)C12 (stereo not given in full)
(23) O=C(CNc1cnc2ccccc2n1)N1CCCC1
(24) CCOCCCNC(=O)CCc1nnc2n(Cc3ccccc3Cl)c(=O)c3ccccc3n12

screen / no.	17	18	19	20	21	22	23	24
mcGAS inh	-7	-20	-3	-9	x	x	x	x
NPYLR7 ag	15	28	8	4	10	-4	-26	-4
hcGAS inh	-8	-3	-4	-7	-5	-3	-2	4

(25) Cc1cccc(NC(=O)Nc2ccc(Nc3cc(-n4ccnc4)ncn3)cc2)c1
(26) Cc1nnc(NC(=O)C2CCCC2)s1
(27) Cc1cc(NC(=O)CN2c3ccccc3OCC2C)n(-c2ccc(F)cc2)n1 (stereo not given)
(28) CC1CCN(C(=O)CSc2nnc3ccc(-c4cccnc4)nn23)CC1
(29) O=C1CN(CC(=O)N2CCCC(c3[nH]ncc3-c3ccc(F)cc3)C2)C(=O)N1 (stereo not given)
(30) C/C(=C(/NC(=O)c1ccccc1)C(=O)NC1CCCCC1)c1ccc(C)cc1
(31) CCOC(=O)N1CCN(C(c2cccc(C)c2)C2Sc3nc(CC)nn3C2=O)CC1 (stereo not given)
(32) O=C(Cn1nc2sc3ccccc3n2c(=O)c1=O)NC(=O)Nc1ccccc1

screen / no.	25	26	27	28	29	30	31	32
mcGAS inh	-9	x	x	-6	x	x	-5	x
NPYLR7 ag	-14	3	-1	-18	1	-6	-3	10
hcGAS inh	-4	-4	-6	0	-3	-8	-5	-4

(33) O=C(O)c1ccccc1OCc1ccncc1
(34) COc1ccc(F)cc1S(=O)(=O)NC(c1ccccc1)c1ccccc1
(35) CC(NC(=O)N1CCC(c2ccccc2)CC1)c1cccc(S(N)(=O)=O)c1 (stereo not given)
(36) CCOC(=O)Cc1csc(NC(=O)Nc2ccccc2)n1
(37) CCSc1nc(NCC(C)C)c2cnn(CCNC(=O)C3CC3)c2n1
(38) COc1cc(N)cc(OC)c1OC
(39) COc1ccc2cc(C(=O)Nc3ccccc3)c(=N)oc2c1
(40) Cc1ncc(CN2CCOC(Cc3cccc4ccccc34)C2)n1C (stereo not given)

screen / no.	33	34	35	36	37	38	39	40
mcGAS inh	-2	-9	x	-6	-7	x	-4	x
NPYLR7 ag	-2	7	-5	-12	-3	4	-6	17
hcGAS inh	1	-7	6	-3	2	-3	-5	-3

(41) Cc1cc(Br)ccc1SCC(=O)NC(C)(C(N)=O)c1ccccc1 (stereo not given)
(42) Cc1nc(Nc2ccc(NC(=O)C(C)Oc3ccccc3)cc2)cc(-n2ccnc2)n1 (stereo not given)
(43) Cc1cccc(S(=O)(=O)NC(=O)C2(C)CCN2C(=O)CC2CC2)c1 (stereo not given)
(44) Cc1nc(Cl)cc(NCc2ccccc2CO)n1
(45) Cc1ccc(-n2nnnc2NC2CC=CC2)cc1
(46) CCCN(CCC(=O)Nc1ccc(OC)cc1)c1nc(-c2cccs2)nc2ccccc12
(47) COc1ccc2oc(C(F)(F)C(F)F)cc(=O)c2c1
(48) CN(Cc1ccsc1)C(=O)C1CCC(=O)N(Cc2ccccn2)C1 (stereo not given)

screen / no.	41	42	43	44	45	46	47	48
mcGAS inh	x	-11	x	x	-11	-7	x	x
NPYLR7 ag	17	-20	1	12	3	2	1	16&8
hcGAS inh	-6	-10	-9	-7	-5	-1	-11	-5&-6

(49) CN1C(=O)C2(CCN(C(=O)c3cc(Cl)c[nH]c3=O)CC2)c2ccccc21
(50) COc1ccc(NC(=O)N(Cc2nc(C(=O)N3CCN(c4ccccc4F)CC3)cs2)C(C)C)cc1
(51) COCCN(CCOC)C(=O)COC(=O)c1c2ccccc2cc2ccccc12
(52) CN1CCN(Cc2nnc(-c3ccc(Cl)cc3)o2)c2cc(F)ccc21
(53) O=C(NCc1ccon1)Nc1cccc(Cl)c1Oc1cccnc1
(54) OCC1(CSc2ccc(F)cc2)COC1
(55) O=C1CS/C(=N\N=C2C3CC4CC(C3)CC2C4)N1
(56) COCCOCC(=O)N1CCc2c([nH]c3ccccc23)C1C(C)C (stereo not given)

screen / no.	49	50	51	52	53	54	55	56
mcGAS inh	x	-4	x	-16	x	x	x	x
NPYLR7 ag	23	7	-1	4	-2	17	5	9
hcGAS inh	-9	-4	-5	-10	-6	-11	-4	-3

(57) COCc1nc(CNC(=O)c2c(C)nc3ccc(Cl)cn23)no1
(58) c1ccc2c(-c3nnc(SCc4ccc5c(c4)OCO5)o3)c[nH]c2c1
(59) CN(C)S(=O)(=O)c1ccc(N=CC(C#N)C#N)cc1
(60) COc1ccc(NC(=O)C2CCN(C(=O)CCNC(=O)Nc3c(Cl)cccc3C(F)(F)F)CC2)cc1
(61) COc1ccc(-c2nc3ccccn3c2NC(C)(C)CC(C)(C)C)cc1OC
(62) COc1cccc(CCC(=O)N2CCC3(CC2)CC(N2CCN(C)CC2)CCO3)c1 (stereo not given)
(63) COc1ccc(F)c(CNC2CC(=O)N(C3Cc4ccccc4C3)C2)c1 (stereo not given)
(64) CSc1ncc(CN(C)CC2CCCN(CCc3ccc(Cl)cc3)C2)cn1 (stereo not given)

screen / no.	57	58	59	60	61	62	63	64
mcGAS inh	x	x	x	-6	-6&-6	-7	x	x
NPYLR7 ag	0	0	0&3	32	3&7	x	8	10
hcGAS inh	-7	-4	-4&-6	-2	-6&-2	-15	-2	-9

(65) C#CCOCC(O)CN(CCOC)Cc1c(-c2ccccc2)noc1N1CCCCC1 (stereo not given)
(66) COc1ccc(-c2c(NC(=O)c3cccs3)oc3c(C)cccc3c2=O)cc1
(67) COc1ccc(-c2cc(C(=O)N3CCN(c4cccc(C(F)(F)F)c4)CC3)nc3c(-c4ccccc4)c(C)nn23)cc1
(68) Cc1nc2c(c(=O)n1C)CCN(C(=O)Nc1ccc3c(c1)OCO3)CC2
(69) O=C(CCC1CCN(C(=O)C2=CCCCC2)CC1)NC1CCN(Cc2ccccc2)C1 (stereo not given)
(70) Cc1cc(C)cc(-c2nc3ccccn3c2NC(=O)C2CCCCC2)c1
(71) O=C(Nc1cccc(F)c1)N1CCSC1c1cccs1 (stereo not given)
(72) CCCCCCCC(=O)N1CCN(c2cc(Cl)nc(SCC(=O)NCCc3ccc(OC)c(OC)c3)n2)CC1C (stereo not given)

screen / no.	65	66	67	68	69	70	71	72
mcGAS inh	-7	x	-9	x	-9	-7	-3	-3
NPYLR7 ag	1	6	14	-4	7	-1	5	7
hcGAS inh	-7	-4	-12	-4	-6	-5	-5	-4

(73) O=C(CN1CCN(Cc2ccccc2Cl)CC1)NN=Cc1ccc(Br)s1
(74) O=c1cc(O)cc(/C=C/c2ccc(O)c(O)c2)o1
(75) O=C(c1ccc(N2CCC(NC(c3ccccc3)c3ccccc3)CC2)cc1)N1CCOCC1
(76) CCNC(=O)C1(C)CCN(C=C2N=C(c3c(C)noc3C)ON2)C1 (stereo not given)
(77) COc1ccc2c(c1)CCC/C2=N/OCC(=O)N(C)c1ccccc1
(78) COCC(=O)N(Cc1cc(Cl)ccc1OS(=O)(=O)c1ccc(F)cc1)CC1CCCO1 (stereo not given)
(79) COc1nccc(N2CCC(CC(=O)N3CCCN(C)CC3)CC2)n1
(80) CCOc1ccc(C(=O)Nc2c(N)nc(SCCOC)[nH]c2=O)cc1

screen / no.	73	74	75	76	77	78	79	80
mcGAS inh	-6	7	-13	x	x	2	-4	-7
NPYLR7 ag	-4	-5	21	5	3	-17	x	1
hcGAS inh	-4	9	-9	-13	-5	5	-11	1

(81) Cc1nc(C)n(CC(C)C(=O)N2CCC3(CCCO3)CC2)n1 (stereo not given)
(82) COc1ccc(CN2CCCn3cccc3C2c2ccc(C(F)(F)F)cc2)cc1 (stereo not given)
(83) CCc1noc(C)c1C(=O)NC(C)Cc1cccs1 (stereo not given)
(84) CCOC(=O)c1c(C)nn(-c2ccc(C(=O)NCCCc3ccccc3)cc2)c1C
(85) COc1ccc(-c2nccc3ccccc23)cn1
(86) COc1ccc(Cl)cc1NCCC(=O)N1CC(C)(C)C1(C)C
(87) COCCCNC(=O)C1CN(C(=S)NC(C)C)CC1c1ccc(OC)cc1 (stereo not given)
(88) COCCNC(=O)CC1=CSC2=NC(C)=C(C(=O)N(C)C)C(c3ccc(Cl)cc3)N12 (stereo not given)

screen / no.	81	82	83	84	85	86	87	88
mcGAS inh	-14	-4	x	0	-18	-7	x	0
NPYLR7 ag	8	-2	1	-1	28	1&9	21	x
hcGAS inh	-5	-4	-10	0	-6	-11&-7	-5	-3

(89) CCn1cc(CN2CCC(C(=O)Nc3ccc(-c4cccc(C)c4)cc3)CC2)c(C)n1
(90) Cc1cc(C(=O)Nc2cccc(-c3cccc(-c4ccc(F)cc4)n3)c2)c(C)o1
(91) CCCCSc1oc(-c2ccco2)nc1S(=O)(=O)c1ccc(F)cc1
(92) COCc1cc(C)nc(N/N=C\c2ccncc2)c1C#N
(93) CC(c1ccc(NC(=O)c2cc(C3CC3)[nH]n2)cc1)N1CCOCC1 (stereo not given)
(94) COc1ccc(S(=O)(=O)Oc2ccc3c(c2)CCC(=O)N3)cc1OC
(95) Nc1ccc(C(=O)N2CCC(c3ccnc(-c4ccc(F)c(CO)c4)c3)C2)cn1 (stereo not given)
(96) CCc1ccc(S(=O)(=O)Nc2csnc2C(=O)OC)s1
(97) CCCCNc1nc(CC)c2c(c1C#N)CC(C)(C)OC2
(98) N#Cc1ccc2ccccc2n1

screen / no.	89	90	91	92	93	94	95	96	97	98
mcGAS inh	x	-4	x	-4	x	-16	x	x	x	-2
NPYLR7 ag	-5	18	-2	-4	-6	19	0	1	6	-13
hcGAS inh	3	-8	-2	1	-9	-10	-7	-8	-6	0
